SENP1 inh: blocks the human SENP1 SUMO protease catalytic domain | Q9P0U3 | recombinant SENP1 catalytic domain, CyPet-SUMO1-YPet FRET cleavage | inhibition, % at 10 µM | 0.21% of 360,000 active | AID 624204;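 active means inhibition at least 30% at 10 µM, raw YFP signal under a set limit, fluorescence ratio 0.5 to 1.5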;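 further: 0% = enzyme with DMSO and 100% = no enzyme wells; some results filed as inactive read as strong as hits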
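Assay system – human recombinant His6-tagged SENP1 catalytic domain enzyme · Input – SENP1 enzyme, 20 pM final · Buffer or medium – Tris pH 8 buffer plus EDTA, NaCl, BME, BSA, NP40, catalase · Schedule – 50 min reaction at room temperature · Technique – FRET read of cyan and yellow fluorescence · Control set – no-enzyme wells low, DMSO-plus-enzyme wells high control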
Apaf-1 inh: inhibitors of human Apaf-1 apoptosome. 0.71% of 330,000 active. O14727. AID 489030. inhibition, % at 20 µM. reconstituted apoptosome caspase-3 activity, DEVD-Rh110 fluorescence; active means inhibition of at least 40% at 20 µM;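 further: plate controls were DMSO wells for no effect and DEVD-CHO caspase inhibitor wells for full effect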
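System: Apoptosome proteins | Medium: Hepes pH 7.5 with detergent and BSA | Also added: Cytochrome c trigger plus (Z-DEVD)2-Rh110 caspase-3 substrate | Incubation: 30 min compound preincubation, 50 min activation, room temperature | Detection: Rhodamine 110 fluorescence at Ex 480/Em 540 nm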
SENP6 inh: SENP6 protease inhibition; Recombinant SENP6 catalytic domain, aminoluciferin luminescence; inhibition, % at 10 µM; Q9GZR1; 1.8% of 330,000 active; AID 2599;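 active means inhibition above about 50% at the single tested dose, limit read from the data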;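 further: plate controls were DMSO wells with enzyme for no effect and DMSO wells lacking enzyme for full effect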
Target sequence (Q9GZR1 628-1112 limits assumed): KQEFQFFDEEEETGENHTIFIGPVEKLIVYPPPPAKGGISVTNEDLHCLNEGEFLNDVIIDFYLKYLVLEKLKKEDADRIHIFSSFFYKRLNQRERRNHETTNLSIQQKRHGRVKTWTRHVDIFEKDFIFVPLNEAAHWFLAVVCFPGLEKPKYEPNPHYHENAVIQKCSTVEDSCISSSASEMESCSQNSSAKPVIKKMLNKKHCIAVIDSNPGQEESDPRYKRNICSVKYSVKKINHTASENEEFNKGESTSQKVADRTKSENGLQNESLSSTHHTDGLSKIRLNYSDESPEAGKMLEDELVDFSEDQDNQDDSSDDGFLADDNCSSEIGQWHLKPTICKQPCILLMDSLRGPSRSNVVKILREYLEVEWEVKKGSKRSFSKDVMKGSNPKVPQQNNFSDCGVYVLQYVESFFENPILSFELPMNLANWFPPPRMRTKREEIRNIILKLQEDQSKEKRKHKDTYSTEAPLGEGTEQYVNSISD
HKDC1 inhibitor: blocks human hexokinase HKDC1 activity | recombinant HKDC1, G6PDH/diaphorase resazurin coupled fluorescence | inhibition, % at 20 µM | 0.16% of 340,000 active | AID 493160;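 active means inhibition above about 35% when tested at 20 µM, limit read from the data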;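 further: plate controls were DMSO wells with enzyme for no effect and DMSO wells lacking enzyme for full effect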
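Assay system: recombinant HKDC1 hexokinase; detection: coupled resazurin fluorescence, excitation 525 nm, emission 613 nm; benchmarks: DMSO-plus-enzyme-mix negative control, buffer-substituted positive control; compound dosing: single 20 µM dose; schedule: 90 min at room temperature in dark; also added: glucose plus 1 mM ATP as hexokinase substrates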
SENP8 block-1: SENP8 protease inhibition; purified SENP8, Z-RLRGG-aminoluciferin cleavage, luminescence; inhibition, % at 10 µM; 1.2% of 330,000 active; Q96LD8; AID 2540; in the data active means inhibition above about 50%
SENP8 block-2: inhibitors of human SENP8 protease | AID 602440 | inhibition, % at 20 µM | 0.64% of 360,000 active | Q96LD8 | recombinant SENP8, Nedd8 substrate fluorescence; in the data active means inhibition mostly above about 40%, no sharp cut-off; inactive means mostly below about 27%
PfGluPho inh: PfG6PD (Plasmodium falciparum) enzyme inhibition; PfGluPho enzyme, NADPH resazurin-diaphorase fluorescence; inhibition, % at 20 µM; 0.78% of 350,000 active; AID 504690;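 active means inhibition reaching at least a set limit at 20 µM in the primary screen, cut at about 59% in these data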;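 further: 0% = DMSO wells with substrate and 100% = DMSO wells lacking glucose-6-phosphate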
SENP7 inh: blocks the human protease SENP7. recombinant SENP7, Z-RLRGG-aminoluciferin luminescence, 40 min. inhibition, % at 5 µM. 1.5% of 330,000 active;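 active means inhibition above about 50% at the single test dose, limit read from the data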;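 further: plate controls were DMSO with enzyme for no effect and no enzyme buffer wells for full effect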
Target sequence (Q9BQF6 706-1050 limits assumed): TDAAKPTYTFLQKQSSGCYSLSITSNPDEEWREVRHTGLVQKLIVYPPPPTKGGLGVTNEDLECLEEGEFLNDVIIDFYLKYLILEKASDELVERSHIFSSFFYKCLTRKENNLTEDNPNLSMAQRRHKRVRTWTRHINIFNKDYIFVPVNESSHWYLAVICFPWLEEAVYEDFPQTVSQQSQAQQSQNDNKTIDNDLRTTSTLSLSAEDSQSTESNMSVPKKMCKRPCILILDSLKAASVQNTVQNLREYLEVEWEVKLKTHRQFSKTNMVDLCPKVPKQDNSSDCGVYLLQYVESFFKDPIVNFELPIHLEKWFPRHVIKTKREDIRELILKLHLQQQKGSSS
An asterisk follows results filed as active; . = not tested or not shown.

| No. | compound | SENP1 inh | Apaf-1 inh | SENP6 inh | HKDC1 inhibitor | SENP8 block-1 | SENP8 block-2 | PfGluPho inh | SENP7 inh |
| --- | --- | --- | --- | --- | --- | --- | --- | --- | --- |
| 1 | CCc1cc(-c2n[nH]c(=S)n2-c2cccc(C)c2)cs1 | 1 | 10 | -4 | -8 | -10 | -20 | 18 | -7 |
| 2 | CSc1nc(-c2ccco2)cc(-c2ccccc2)c1C#N | 3 | -1 | 0 | -4 | 0 | -302 | 11 | -1 |
| 3 | COc1cc(NC(=O)Cn2c(=O)n(CC3CCCO3)c(=O)c3ccccc32)cc(OC)c1 (stereo not drawn) | 1 | 2 | 10 | -2 | 1 | 0 | 7 | 5 |
| 4 | Cc1ccc(S(=O)(=O)N2CCCOC2CNC(=O)C(=O)NC2CCCCC2)cc1 (stereo not drawn) | 0 | 4 | 0 | -5 | -9 | 7 | 3 | -4 |
| 5 | CCC(C)(C#CCN1CCCCC1)OC(C)=O (stereo not drawn) | 1 | -6 | -3 | -10 | 4 | -4 | 4 | 0 |
| 6 | O=C(NN1C(=O)c2ccccc2NC1c1ccc([N+](=O)[O-])o1)c1ccccc1 (stereo not drawn) | -18 | 1 | -8 | -4 | -3 | 0 | 4 | -1 |
| 7 | CC(=O)COc1cccc2ccc(/C=C/c3ccc(Br)s3)nc12 | -20 | 18 | 17 | 3 | -3 | -425 | 37 | 8 |
| 8 | Oc1ccc(-c2nc3ncccn3c2Nc2ccc3c(c2)OCO3)cc1 | 27 | 18 | 86* | 1 | 17 | 13 | 28 | 93* |
| 9 | O=C(CSc1ccccc1)Nc1ccc(NC(=O)c2ccco2)cc1 | 1 | -6 | 1 | 7 | -2 | 13 | -20 | 0 |
| 10 | Cc1ccc(SCc2nc3ncccn3c2Br)cc1 | -1 | -8 | 11 | 0 | 9 | -358 | 13 | -3 |
| 11 | COC(=O)c1ccc(/C=C/c2nc3ccccc3c(=O)[nH]2)cc1 | -18 | 21 | 89* | 3 | 85* | -321 | -3 | 96* |
| 12 | O=C(NC1(C(=O)NC2CCCCC2)CCCCC1)c1ccccn1 | 2 | 16 | -5 | -2 | -2 | 6 | 2 | -4 |
| 13 | O=C(CC1Nc2ccccc2NC1=O)Nc1ccccc1NC(=O)CC1Nc2ccccc2NC1=O (stereo not drawn) | . | 1 | 7 | . | -3 | . | . | -1 |
| 14 | O=C(CSc1nnc(-c2ccncc2)o1)N1CCCCCC1 | 1 | . | . | -4 | . | 6 | -13 | . |
| 15 | COc1ccc(NC(=O)O/N=C/c2ccc(Br)cc2)cc1 | 3 | 7 | 16 | 4 | -6 | 28 | 2 | 6 |
| 16 | CCc1ccc(NC(=S)N2CCC(NC(=O)C3CCCCC3)CC2)cc1 | 8 | -2 | -11 | -6 | 0 | 0 | -12 | -1 |
| 17 | S=c1[nH]nc(COc2ccccc2)n1/N=C/c1ccc(Br)s1 | 3 | 19 | 3 | 3 | 6 | 20 | 27 | -4 |
| 18 | COc1ccc(-c2nc(C(=O)NCCCN3CCOCC3)cc3c2[nH]c2ccccc23)cc1OC | 0 | 33 | 3 | 2 | 1 | -212 | 35 | 4 |
| 19 | CCOc1ccc(-n2nc3c(SCCN4CCCC4)nnc(C)c3c2C)cc1 | -36 | 5 | -6 | -4 | 1 | -4 | 5 | 1 |
| 20 | CCC(C)NC(=O)c1ccccc1NC(=O)CN1C(=O)c2ccccc2S1(=O)=O (stereo not drawn) | 1 | -3 | -6 | 1 | -7 | 4 | -11 | 5 |
| 21 | CSCC[C@H](NC(=O)c1ccc(Cl)c([N+](=O)[O-])c1)c1nc2ccccc2[nH]1 | 0 | -2 | -17 | -3 | -1 | 10 | 4 | 2 |
| 22 | COc1ccc(OC)c(C(=O)c2ccc(C(=O)N3CCCCC3)cc2)c1 | -1 | 11 | 2 | -8 | 6 | 26 | -19 | 4 |
| 23 | COC(=O)CCC(NC(=O)c1cc(C)oc1C)C(=O)OC (stereo not drawn) | -3 | -4 | -2 | -9 | -1 | 5 | -2 | 3 |
| 24 | Cc1ccsc1/C=N\NC(=O)c1ccc2c(c1)OCO2 | 2 | -5 | 49 | -3 | 14 | 11 | -3 | 50* |
| 25 | N#CCc1nc(CSc2nc3ccccc3o2)cs1 | -10 | -10 | 8 | -8 | 2 | 4 | 8 | 7 |
| 26 | Cc1nnc(SCC(=O)NCc2ccccc2)[nH]c1=O | 2 | -15 | 4 | 1 | -1 | 13 | -1 | -1 |
| 27 | CC1CC(C)CN(CCCNC(=O)c2ccc3c(c2)NC(=O)C(N2CCCCC2)S3)C1 (stereo not drawn) | 5 | 8 | 0 | -9 | 3 | 21 | 1 | 3 |
| 28 | Cc1c(C(=O)N2CCN(c3ccc(F)cc3)CC2)sc2nc3n(c(=O)c12)CCC3 | -2 | -1 | 1 | -4 | -8 | 22 | 4 | -1 |
| 29 | Cc1[nH]c(=O)[nH]c1C(=O)CCCCC(=O)OCC(=O)Nc1ccccn1 | -1 | -5 | -49 | -6 | 7 | 10 | -4 | -5 |
| 30 | CCCN(Cc1ccc(N(C)C)cc1)CC1CC1 | 0 | -24 | -9 | -9 | -10 | 29 | -6 | -3 |
| 31 | Cc1cc(NC(=O)CCC(=O)N(Cc2ccco2)C(C(=O)NC2CCCC2)c2ccccc2)no1 (stereo not drawn) | 2 | 4 | -13 | -5 | -5 | -1 | 15 | 4 |
| 32 | O=C1c2ccccc2NC(c2cccnc2)N1c1ccccc1F (stereo not drawn) | -8 | 4 | -1 | -5 | 5 | -328 | 4 | -3 |
| 33 | CC(C)(C)n1nnnc1C(c1cccnc1)N1CCN(C2CCCCC2)CC1 (stereo not drawn) | 2 | -17 | 7 | -9 | -7 | 4 | 8 | 4 |
| 34 | CCN(CC)S(=O)(=O)c1ccc(OC)c(NC(=S)Nc2cc(C)ccc2C)c1 | . | 13 | 3 | . | -4 | . | . | 8 |
| 35 | COc1ccccc1C(=O)Nc1c2c(nn1-c1cccc(C)c1C)CS(=O)(=O)C2 | 1 | -13 | -13 | -11 | 7 | 1 | -9 | 1 |
| 36 | COc1cccc2c1OCC(C(=O)O)C2 (stereo not drawn) | 0 | 2 | 16 | -13 | -14 | 8 | 4 | -2 |
| 37 | CCOc1ccc(N(CC(=O)NCCc2ccccc2)S(=O)(=O)c2ccccc2)cc1 | -1 | 20 | -20 | -4 | 1 | 10 | 4 | 4 |
| 38 | Cc1c(NC(=O)c2ccccc2)cccc1[N+](=O)[O-] | 3 | 3 | 5 | -5 | 7 | 7 | -9 | 3 |
| 39 | Cc1cc(N2CCN(Cc3nc(-c4ccc(Cl)cc4)oc3C)CC2)cc(C)n1 | 1 | -5 | -14 | -2 | -2 | 4 | -5 | -2 |
| 40 | O=C(NNc1ncccc1-n1cccc1)c1ccc(Cl)cc1 | 2 | 3 | -14 | 1 | 0 | 7 | 5 | 0 |
| 41 | COc1cc(CCC(=O)NNC(=O)c2ccc(Cl)cc2)cc(OC)c1OC | 3 | 1 | 1 | -1 | -5 | 16 | 11 | -5 |
| 42 | O=C(CCOc1ccccc1)N1CCN(S(=O)(=O)c2ccccc2F)CC1 | 1 | 4 | 11 | -3 | 3 | 3 | 2 | -1 |
| 43 | OCC1OC(n2cnc3c(NCc4ccco4)ncnc32)C(O)C1O (stereo not drawn) | 0 | . | . | -3 | . | -31 | 3 | . |
| 44 | Cc1cc(Cl)ccc1OCC(=O)NNC(=O)c1ccc(=O)[nH]c1 | 1 | -5 | -20 | -6 | 5 | -4 | 7 | -1 |
| 45 | CCOc1cc(/C=N/NC(=O)CN2CCCCC2)ccc1OCc1ccccc1 | 3 | 5 | -6 | 0 | -5 | 20 | -17 | -3 |
| 46 | CN1CC[n+]2c(CN3C(=O)c4ccccc4C3=O)csc21 | 0 | -23 | -13 | -7 | -6 | 28 | -7 | 13 |
| 47 | COC(=O)C1CCN(C(=O)Cc2ccc(OC)c(OC)c2)CC1 | 2 | -4 | 14 | -4 | 4 | 34 | -8 | 0 |
| 48 | O=C(COc1ccccc1)N1CCN=C1SCc1cccnc1 | -1 | 3 | -14 | 0 | 4 | 20 | -24 | -1 |
| 49 | CNC(=O)CCc1[nH]c2ccccc2c1Sc1ccccc1 | 0 | -2 | 3 | -8 | -4 | 18 | 8 | 1 |
| 50 | Cc1ccc(C)c(C(=O)CSc2nc(N)cc(=O)[nH]2)c1 | 0 | 6 | 8 | 7 | -15 | 10 | 0 | -13 |

Next section
| No. | compound | SENP1 inh | Apaf-1 inh | SENP6 inh | HKDC1 inhibitor | SENP8 block-1 | SENP8 block-2 | PfGluPho inh | SENP7 inh |
| --- | --- | --- | --- | --- | --- | --- | --- | --- | --- |
| 51 | CCN(CC(=O)NCc1ccc(F)cc1)C(=O)/C=C/c1ccc(OC)cc1 | 2 | 11 | -9 | -6 | 12 | 5 | 11 | -2 |
| 52 | COc1ccccc1NS(=O)(=O)c1ccc(C(=O)Nc2ncccc2O)cc1 | 1 | -9 | 4 | 1 | 2 | 20 | 6 | -7 |
| 53 | CCCN1CCC(N2CCN(c3cccc(C(F)(F)F)c3)CC2)CC1 | 0 | 5 | -10 | 4 | -6 | 11 | -5 | 6 |
| 54 | O=C(NC1CCCc2ccccc21)C1CCCN(S(=O)(=O)c2cnc[nH]2)C1 (stereo not drawn) | -2 | -3 | 6 | -4 | -3 | 4 | 1 | -2 |
| 55 | CC(=O)Oc1cccc(/C=N\NC(=O)C(=O)N/N=C/c2cccc(OC(C)=O)c2)c1 | 0 | -8 | -16 | 1 | 8 | 2 | -3 | 12 |
| 56 | COc1cccc(NC(=O)N2CCC(NC(=O)C3CCCCC3)CC2)c1 | 1 | 4 | -20 | 2 | 3 | 7 | 0 | 2 |
